Nrf2 block – inhibitors of Nrf2 signaling | Potency, µM (top dose mostly 46 µM), for inactives: at the top dose activity change, negative = inhibition, usual class: inhibitors | actives 2.1% (n = 360,000) | A549 ARE-Fluc reporter, luciferase luminescence, 18-24 h; further: on the % scale 0 is the no-effect control and ±100 the full control effect; nearly all actives have a fitted effect of over 60% in size
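In this cell-based qHTS, ARE-driven firefly luciferase in A549 cells reports Nrf2 activity; the luminescent signal after BugLite lysis is the measured value, with a prior CellTiter-Fluor read for cell health.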
MCF10A rereplic – DNA re-replication induction in MCF 10a cells; Potency, µM (series often up to 46.1 µM), for inactives: top-dose activity, positive = re-replication, actives largely listed as activators; actives 2.9% (n = 350,000); MCF 10A DNA re-replication, Hoechst nuclear intensity, 48 h; further: % of control where 0% means no effect; nearly all actives have a fitted effect of over 50% in size
S2 tox – cell viability loss in ATXN counter-screen; S2 cells (HEK-293 line with an ATXN2-luciferase reporter) viability, CellTiter-Fluor protease fluorescence, 24 h; Potency, µM (top dose mostly 56.7 µM), usual class: cytotoxic; actives 0.49% (n = 400,000); further: nearly all actives have a fitted effect of over 40% in size
A549 viability – counter-screen for Nrf2 inhibitors: cytotoxicity in A549 cells | A549 ARE-Fluc cells, CellTiter-Fluor viability, 18-24 h | Potency, µM (doses to about 46 µM), without a hit: top-dose activity change, negative = cytotoxicity, actives largely listed as inhibitors | actives 0.16% (n = 390,000); further: on the % scale 0 is the no-effect control and ±100 the full control effect
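A549 ARE_Fluc cells in 5% FBS OPTI-MEM were exposed to compounds in concentration-response for 18-24 h at 37 deg C. Viability was read by CellTiter-Fluor fluorescence (Ex 405/Em 525) after 30 min, before the luciferase read.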
ATXN2 expr inh – reduces ATXN2 reporter expression in HEK-293 cells | HEK-293 ATXN2-luciferase reporter, luminescence, 24 h | Potency, µM (top dose mostly 57 µM), for inactives: top-dose activity change, negative = inhibition, most hits filed as inhibitors | actives 0.72% (n = 360,000) | AID 1745845; further: on the % scale 0 is the no-effect control and ±100 the full control effect; nearly all actives have a fitted effect of over 55% in size
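qHTS (up to 57 uM final) was run with 24 h compound exposure of reporter cells at 37 °C. Each well was multiplexed: SteadyGlo luminescence measured ATXN2-luciferase expression after a fluorogenic Gly-Phe-AFC viability readout (25 uM final).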
HepG2 tox – HepG2 cytotoxicity, counter-screen for TGF-b inhibitors; HepG2 CAGA-GFP viability, ATP luminescence, 18 h; Potency, µM (top dose mostly 46.1 µM), inactives show top-dose activity change, negative = cytotoxicity, actives largely listed as cytotoxic; actives 0.76% (n = 410,000); AID 588856; further: some results filed as inactive show a strong effect at the top dose
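HepG2 CAGA-GFP cells (1000/well, DMEM with 1% FBS) received compound, then TGF-beta at 500 pg/mL final, and were incubated 18 hours at 37 degrees C. Viability was read by CellTiter-Glo luminescence. Media-only wells were set as complete cell-killing and DMSO as no toxicity.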
Nrf2 activator – activates Nrf2 signaling. AREc32 ARE-luciferase reporter (MCF7-derived line), luminescence, 24 h. Potency, µM (doses to about 46.1 µM), without a hit: top-dose activation, most hits filed as activators. actives 0.31% (n = 410,000). AID 624171; further: % of control where 0% means no effect; nearly all actives have a fitted effect of over 65% in size
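Cells of the AREc32 ARE-luciferase line are plated in OPTI-MEM containing 5% FBS and left overnight at 37 deg C. Compounds are pinned in, incubation continues 24 hr, and firefly luciferase signal is then measured.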
TGFb SMAD3 inh – inhibitors of TGF-b signaling | HepG2 CAGA-GFP TGF-b/SMAD3 reporter, GFP fluorescence, 18 h; TGF-beta stimulated, 500 pg/mL final | Potency, µM (series often up to 46.1 µM), for the others: top-dose activity, negative = inhibition, most hits filed as inhibitors | AID 588855 | actives 1.2% (n = 410,000); further: on the % scale 0 is the no-effect control and ±100 the full control effect; nearly all actives have a fitted effect of over 65% in size
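HEPG2 CAGA-GFP reporter cells (1000/well, DMEM with 1% FBS) received compounds, then recombinant TGF-beta at 500 pg/mL final for 18 hours at 37 degrees C. Per-cell GFP summed per well was normalised to unstimulated and stimulated DMSO controls before curve fitting.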
EPAC2 antagonist – blocks human EPAC2 exchange factor. Q8WZA2. EPAC2 GEF exchange of Rap1B-BODIPY-GDP, fluorescence. Potency, µM (doses to about 114 µM), for inactives: at the highest dose activity, negative = inhibition, most hits filed as inhibitors. actives 0.18% (n = 360,000); further: on the % scale 0 is the no-effect control and ±100 the full control effect; nearly all actives have a fitted effect of over 45% in size; many of its hits are not listed in these tables
Target sequence (Q8WZA2 whole entry, looked up): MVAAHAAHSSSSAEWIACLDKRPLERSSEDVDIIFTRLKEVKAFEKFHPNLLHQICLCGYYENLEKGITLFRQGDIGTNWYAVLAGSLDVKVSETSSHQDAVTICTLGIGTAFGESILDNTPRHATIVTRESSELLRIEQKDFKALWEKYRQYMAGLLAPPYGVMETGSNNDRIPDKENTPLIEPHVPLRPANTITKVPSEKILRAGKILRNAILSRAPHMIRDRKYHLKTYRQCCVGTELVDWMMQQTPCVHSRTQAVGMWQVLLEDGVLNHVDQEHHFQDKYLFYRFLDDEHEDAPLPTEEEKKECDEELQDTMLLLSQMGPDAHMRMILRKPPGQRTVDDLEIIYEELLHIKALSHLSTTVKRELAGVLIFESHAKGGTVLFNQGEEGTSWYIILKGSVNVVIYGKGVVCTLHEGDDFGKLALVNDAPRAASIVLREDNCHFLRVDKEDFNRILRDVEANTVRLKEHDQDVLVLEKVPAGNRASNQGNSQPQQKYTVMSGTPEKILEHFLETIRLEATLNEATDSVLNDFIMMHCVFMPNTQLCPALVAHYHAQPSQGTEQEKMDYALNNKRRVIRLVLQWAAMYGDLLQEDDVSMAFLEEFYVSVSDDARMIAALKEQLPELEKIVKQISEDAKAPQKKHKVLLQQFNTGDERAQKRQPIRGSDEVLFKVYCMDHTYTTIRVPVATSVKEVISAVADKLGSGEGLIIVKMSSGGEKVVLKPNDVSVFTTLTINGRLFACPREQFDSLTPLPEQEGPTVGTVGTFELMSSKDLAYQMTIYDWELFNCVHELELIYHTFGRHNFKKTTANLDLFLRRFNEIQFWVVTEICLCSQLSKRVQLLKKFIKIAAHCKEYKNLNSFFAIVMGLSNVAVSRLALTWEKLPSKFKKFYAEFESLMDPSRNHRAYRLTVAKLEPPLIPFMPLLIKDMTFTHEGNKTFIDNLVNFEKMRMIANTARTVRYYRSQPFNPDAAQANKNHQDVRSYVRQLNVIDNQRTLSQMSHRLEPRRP
Numbers without * were called inactive; i = inactive; ? = inconclusive; · = not tested or not shown; & = joins results of further samples; [ ] = remark or other dose. The call rests on the fitted dose curve; in most records, active means well fitted curve in the direction sought with a large enough effect; inconclusive means small, poorly fitted or top-dose-only effect, or another doubt; inactive means no such curve, though single readings can be large; an effect the other way counts as inactive or inconclusive. Potency means the concentration at half of the fitted maximal effect.

Value order: Nrf2 block | MCF10A rereplic | S2 tox | A549 viability | ATXN2 expr inh | HepG2 tox | Nrf2 activator | TGFb SMAD3 inh | EPAC2 antagonist
> COc1cc(NC(=O)c2csc(-c3ccncc3)n2)cc(C(=O)Nc2cccc(C(F)(F)F)c2)c1
→ ? | 14% | ? | -16% | ? | -18%&-16% | -1.7%&7.4% | ? | -7%&2%
> COc1ccc(C(=O)Oc2cccnc2)cc1
→ -12% | -3% | i | 0% | 2% | -3% | -0.7% | 20% | 5%
> CC(C)N1CC(C(=O)Nc2ccc(C#N)cc2)CC1=O (centres undefined)
→ 3% | -9% | i | -3% | -10% | 21% | -0.2% | 24% | 5%
> Cc1nc(NC(C)C)c2oc3ccccc3c2n1
→ ? | 3% | i | -8% | -12% | -15% | 2.5% | -1% | 5%
> COC(=O)c1cccc(-n2cnnn2)c1
→ -8% | 2% | i | -5% | -8% | -1% | 0.2% | -3% | 0%
> CCCCNc1c(N)n(CC(C)C)c(=O)[nH]c1=O
→ -19% | -2% | · | -6% | -15% | 1% | 0.1% | 1% | -7%
> COC(=O)n1c(=O)oc2cc(S(=O)(=O)N3CCCCC3)ccc21
→ · | -6% | i | -1% | 1% | 6% | 0.0% | 1% | 2%
> CC(C)c1ccc(NC(=O)c2ccc(F)c(S(=O)(=O)N3CCc4ccccc43)c2)cc1
→ · | · | · | -3% | · | -15% | -0.8% | -25% | ·
> O=c1c2cc(Cl)ccc2[nH]c(=S)n1Cc1cccs1
→ -8% | ? | i | 2% | -17% | -4% | -0.3% | 1% | -1%
> CCN(C(=O)COC(=O)CNS(=O)(=O)c1ccc(C)cc1)C1CCS(=O)(=O)C1 (centres undefined)
→ · | · | i | · | · | -9% | 0.2% | -16% | 4%
> CCC(=O)N1CCN(c2ccc(NC(=O)c3ccco3)cc2)CC1
→ · | -1% | i | -6% | 21% | 8% | 4.4% | 0% | -6%
> CCN1CCN(c2nc(-c3ccccn3)nc3ccccc23)CC1
→ 13% | 6% | i | -4% | ? | 3% | -0.8% | -16% | -7%
> COc1ccc(C(O)(C(C)C)C(CN2CCOCC2)c2ccccc2)cc1 (centres undefined)
→ -3% | 16% | i | -13% | -23% | -19% | 0.2% | -21% | ?
> COc1ccc(CS(=O)(=O)CC(C)(O)c2ccc(Cl)cc2)cc1 (centres undefined)
→ -26% | -3% | i | 2% | -9% | -19% | -0.4% | ? | -9%
> COC(=O)Nc1ccc(OCc2ccccc2)cc1
→ ? | 9% | i | 0% | 62%[activator] | -7% | 4.0% | 4% | 10%
> Cc1cc(Cl)c(S(=O)(=O)NCC2CCCO2)cc1OCC(N)=O (centres undefined)
→ 18% | 1% | i | -2% | 4% | -2% | -0.6% | -2% | 10%
> Cc1noc(C)c1C(=O)NNc1cc(Cl)ccc1Cl
→ 22% | 17% | i | -2% | -13% | 0% | 2.5% | 14% | 3%
> O=C1C(=O)N(Cc2ccncc2)C(c2ccccc2F)/C1=C(\O)c1ccc2c(c1)OCCO2 (centres undefined)
→ 4% | 1% | i | 0% | 0% | 13% | -0.8% | 7% | 4%
> c1ccc(C2CC(c3ccccc3)C(c3ccccc3)N2)cc1 (centres undefined)
→ -1% | -3% | i | -4% | 4% | 9% | 0.0% | 6% | -1%
> COc1ccc2c(c1)CCc1cc(C(=O)O)sc1-2
→ -18% | -1% | i | 1% | 1% | -12% | 0.3% | -6% | -8%
> Cc1cc(N2CCN(c3ccccn3)CC2)n2c(nc3ccccc32)c1C#N
→ ? | -2% | i | 2% | -3% | 2% | -1.0% | -2% | 24%
> O=C(Nc1ccccc1N1CCOCC1)c1ccc2c(c1)OCO2
→ ? | -5% | i | 2% | · | 0% | 3.7% | 9% | 0%
> CCOc1ccc(S(=O)(=O)NC(Cc2cnc[nH]2)C(=O)O)cc1 (centres undefined)
→ 20% | 3% | i | 4% | -17% | -22% | -0.8% | -1% | -15%
> Cc1cc(=O)[nH]c(N/N=C/c2ccccn2)n1
→ -4% | ? | i | -7% | ? | -11% | 0.5% | ? | 1%
> Cc1ccc(Cc2c(-c3ccc(Cl)cc3)nc3ccc(Cl)cn23)cc1
→ · | · | i | · | 37% | -1% | 3.7% | -5% | -7%
> CCc1ccc2oc(C(=O)Nc3nonc3CC)c(C)c2c1
→ ? | 14% | i | 0%&-1% | · | 4%&-28% | 4.8%&2.9% | 30%&-6%[activator] | 7%
> N[C@H]1CONC1=O
→ 3% | -5% | i | -9% | 13% | -12% | 4.4% | 1% | -6%
> CC(C)C(=O)Nc1ccc(NC(=O)c2cccs2)cn1
→ 10% | -5% | i | -4% | 28% | -11% | 0.9% | -2% | 0%
> O=C(COC(=O)c1ccc(NS(=O)(=O)c2cccs2)cc1)Nc1nc2c(F)c(F)c(F)cc2s1
→ -10% | 2% | i | -1% | · | 1% | -0.2% | -2% | 1%
> N#CCc1ccc(C(=O)c2ccccc2)s1
→ · | -3% | ? | 1% | -1% | -2% | 2.3% | 10% | -2%

New compounds follow
structure | Nrf2 block | MCF10A rereplic | S2 tox | A549 viability | ATXN2 expr inh | HepG2 tox | Nrf2 activator | TGFb SMAD3 inh | EPAC2 antagonist
Cc1ccc(SCC(=O)OCC(=O)N(CC(C)C)c2c(N)n(Cc3ccccc3)c(=O)[nH]c2=O)c(C)c1 | -21% | ? | i | -1% | -31% | -92% | 0.1% | -3% | 11%
O=C(NC1CCN(Cc2ccccc2Cl)CC1)c1ccccc1 | ? | 3% | i | 1% | -18% | -10% | -0.2% | -13% | -11%
O=C1N=C(N2CCN(c3ccccc3)CC2)SC1Cc1ccccc1 (centres undefined) | ? | -7% | i | 0% | 10% | 1% | 0.0% | -4% | -10%
COc1ccc(C)cc1S(=O)(=O)N1CCN(c2ccccc2)CC1 | -2% | -7% | i | 4% | -4% | -2% | -0.1% | 0% | -8%
COc1cccc(NC(=O)/C=C/c2ccccc2[N+](=O)[O-])c1 | ? | -4% | ? | -5% | 53%[activator] | 4% | ? | -3% | -1%
Cc1cccc2c1CCCC2=O | 13% | -5% | i | -1% | 4% | 12% | -0.2% | 8% | -2%
CCOc1ccc(C(C)C)cc1S(=O)(=O)n1ccnc1C | 6% | 6% | i | 1% | -1% | -14% | 0.3% | -22% | -3%
COc1ccccc1C(=O)NCC(=O)NNC(=O)c1cccs1 | 2% | 6% | i | 1% | 2% | 8% | -0.4% | -3% | 8%
CC(C)(C)c1ccc(C(=O)Nc2ccc(C(=O)N3CCOCC3)cc2)cc1 | -21% | -2% | i | -7% | -8% | 18% | -0.3% | 8% | 9%
Cc1ccc2nsnc2c1S(=O)(=O)NC1CC1 | ? | -3% | i | 4% | -31% | 5% | 0.2% | -7% | -2%
CCOc1ccc(Cl)cc1CNCCCSc1nnnn1C | 19% | · | i | -7% | -11% | 4% | -1.0% | 11% | ·
CC(C)(C)CC(C)(C)SSc1n[nH]c(=S)s1 | -4% | -7% | i | 1% | -6% | -4% | 2.3% | 0% | 4%
CCC1CCCCN1Cc1nc2c(c(=O)n(C)c(=O)n2C)n1Cc1c(F)cccc1Cl (centres undefined) | 9% | · | · | 0% | · | -5% | · | 4% | ·
Cc1ccc(-c2ccc(=O)n(CC(=O)NCCc3ccccc3)n2)cc1 | · | · | · | 8% | · | -20% | 0.7% | 0% | ·
Cn1nnnc1SCCCNCc1ccccc1OCc1ccc(Cl)cc1 | -7% | · | · | -18% | · | -28% | 6.7% | ? | ·
Cc1cccc(NC(=O)CN(C)C(=O)/C=C/c2ccccc2)c1C | 5% | 4% | i | 2% | 0% | -11% | -0.7% | 2% | -12%
COC(=O)C1=C(C)N(Cc2ccccc2)C(=O)N[C@H]1c1cccc(F)c1 | 14% | 8% | i | -5% | 1% | 1% | 0.1% | -19% | 4%
NC(=O)C1(N2CCCCC2)CCN(C(=S)Nc2ccc(Cl)cc2)CC1 | ? | -2% | i | 3% | -9% | 14% | -0.2% | 5% | 2%
Cc1ccc(CC(=O)NCCc2ccc(S(N)(=O)=O)cc2)cc1 | 3% | 0% | i | 19% | · | -8% | 0.5% | -2% | 19%
CC1(C)CC(=O)C2=C(C1)NC(SCC(=O)Nc1ccccc1)=C(C#N)C21CCCCC1 | · | 26% | i | ? | -1% | -36% | 0.2% | ? | -11%
O=C(/C=C/Nc1ccc([N+](=O)[O-])cc1Br)c1cccc2ccccc12 | 12% | 2% | i | -5% | 95%[activator] | -7% | 5.1% | 11% | -10%
O=S(=O)(NCCC1=CCCCC1)c1cccc2nsnc12 | -27% | -6% | i | -8% | 7% | -2% | -0.7% | 7% | 8%
Cc1ccc(-c2csc3nc(C)n(-n4cccc4)c(=O)c23)o1 | 15% | -8% | i | -2% | 0% | 3% | -0.5% | -10% | 6%[57.1 µM]
CCc1ccc(-c2cc(C(=O)O)c3ccccc3n2)s1 | ? | 0% | i | -6% | · | -26% | 0.1% | 0% | 0%
Cc1ccc2[nH]c(=O)c(-c3noc(C(C)C)n3)cc2c1 | -8% | 11% | i | -2% | 5% | 0% | 0.5% | 19% | 5%
O=C(O)c1ccc(S(=O)(=O)NCc2ccc3c(c2)OCO3)cc1 | 7% | 0% | i | -4% | · | -5% | -0.2% | -7% | 6%

Whole records, quoted from the list:
CCC1CCCCN1Cc1nc2c(c(=O)n(C)c(=O)n2C)n1Cc1c(F)cccc1Cl (centres undefined) is listed as Nrf2 block: 9%; MCF10A rereplic: ·; S2 tox: ·; A549 viability: 0%; ATXN2 expr inh: ·; HepG2 tox: -5%; Nrf2 activator: ·; TGFb SMAD3 inh: 4%; EPAC2 antagonist: ·
COC(=O)C1=C(C)N(Cc2ccccc2)C(=O)N[C@H]1c1cccc(F)c1 is listed as Nrf2 block: 14%; MCF10A rereplic: 8%; S2 tox: i; A549 viability: -5%; ATXN2 expr inh: 1%; HepG2 tox: 1%; Nrf2 activator: 0.1%; TGFb SMAD3 inh: -19%; EPAC2 antagonist: 4%

An excerpt, so the mix of outcomes need not match the whole.
